Bioassay records from PubChem BioAssay.
HTR5A inv ag = HTR5A inverse agonists in luminescence cell assay, primary screen, counter-screen for OPRM1-OPRD1 heterodimer inverse agonist project, full-deck HTS | 5-hydroxytryptamine receptor 5A (Homo sapiens), P47898 | HTR5A cell line, inverse agonism | inhibition, % at 9.3 µM | 0.083% of 340,000 active | AID 504634, 2011; in the data active = inhibition mostly above about 23%, no sharp cut-off; inactive = mostly below about 18%;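 also: 0% = cells with DMSO and 100% = no-cell wells with DMSO; some compounds called inactive have numbers as strong as hits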
HTR5A ag ctr = HTR5A agonists in luminescence cell assay, primary screen, counter-screen for OPRM1-OPRD1 heterodimer agonist project, full-deck HTS; 5-hydroxytryptamine receptor 5A (Homo sapiens), P47898; cell-based; activation, % at 9.3 µM; 0.61% of 340,000 active; AID 504692, 2011; in the data active = activation mostly above about 9.5%, no sharp cut-off; inactive = mostly below about 7.6%;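 also: 0% = cells with vehicle only and 100% = reference agonist; strong numbers were not always called active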
DAGLB inhibitor = DAGLB lipase inhibitors, primary screen, biochemical, fluorescence, HTS; Diacylglycerol lipase-beta (Homo sapiens), Q8NCG7; HEK293T DAGLB membrane lysate, EnzChek fluorogenic substrate; inhibition, % at 5.17 µM; 0.059% of 340,000 active; AID 504411, 2011; in the data active = inhibition above about 34%;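 also: 0% = enzyme with vehicle and 100% = wells lacking enzyme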
Arrestin-AP2 inh = inhibitors of beta-arrestin/AP2 binding, primary screen, biochemical, GPCR trafficking, flow cytometry | beta-arrestin 1 C-terminal peptide binding to AP2 beta2-adaptin appendage (human) | FITC-arrestin peptide / GST-AP2 beads; AP2 beta2 appendage carries R879A mutation | inhibition, % at 10 µM | 0.31% of 340,000 active | AID 504490, 2011;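 active = inhibition above a set limit, near 3 SD of compounds lacking own fluorescence, cut at about 54% in these data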;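 also: plate controls were DMSO wells for no effect and 5 µM unlabelled arrestin peptide for full effect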
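Measured by: flow cytometry, FL1 (488/535 nm); Material: AP2 appendage R879A on GSH beads; Evaluation: percent response; Timing: pre-incubation 12 min, peptide binding 1 h, room temperature; Also added: 50 nM FITC-arrestin peptide; Medium: PBS with 0.05% Tween 20 and 0.1% BSA.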
PKA-R2B activ = activators of PKA-R2B holoenzyme, primary screen, biochemical, fluorescence polarization, Cy5-IP20, human | activation, % at 11.4 µM | 0.079% of 340,000 active | PKA-R2B holoenzyme dissociation; R2B truncated from residue 108, S112A mutant; 0% DMSO only, 100% 113 µM cGMP | AID 504700, 2011;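 active = activation above a cutoff set at the mean over all compounds plus 3 SD, cut at about 18% in these data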;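 also: higher means more holoenzyme dissociation and a rise in polarization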
V-ATPase pHluor = regulators of yeast V-ATPase proton pumping, primary screen, pHLuorin cytosolic pH fluorescence; AID 504577, 2011; S. cerevisiae; 0.37% of 350,000 active; response, % at 10 µM; in the data active = response mostly above about 7.3%, no sharp cut-off; inactive = mostly below about 5.4%; also: actives read high; inactives centre near 0; some compounds called inactive have numbers as strong as hits; reference of the scale not given here
MOR-DOR ag = agonists of OPRM1-OPRD1 heterodimerization, primary screen, cell-based, luminescence; Mu-type opioid receptor (Homo sapiens) + Delta-type opioid receptor (Homo sapiens), …; activation, % at 9.3 µM; cells; 0.3% of 340,000 active; in the data active = activation above about 18%;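 also: 0% = vehicle-treated cells and 100% = reference agonist; values of inactives mirror those of a sister screen read the other way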
Pemphigus Ab inh = inhibitors of pemphigus antibody binding to DSG3, primary screen, biochemical, bead-based, flow cytometry, scFv-GFP | Desmoglein-3 (Homo sapiens), P32926 | DSG3-coupled beads, scFv-anti-DSG3-GFP binding; stronger effect = lower value | binding (percent of control), % at 10 µM | 0.48% of 310,000 active | AID 588358, 2011;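 active = binding more than 3 SD below its plate's average and above zero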;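 also: hits lower antibody fragment binding to DSG3; some compounds called inactive have numbers as strong as hits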
Target sequence (P32926 whole entry, looked up, the tested form may be a part): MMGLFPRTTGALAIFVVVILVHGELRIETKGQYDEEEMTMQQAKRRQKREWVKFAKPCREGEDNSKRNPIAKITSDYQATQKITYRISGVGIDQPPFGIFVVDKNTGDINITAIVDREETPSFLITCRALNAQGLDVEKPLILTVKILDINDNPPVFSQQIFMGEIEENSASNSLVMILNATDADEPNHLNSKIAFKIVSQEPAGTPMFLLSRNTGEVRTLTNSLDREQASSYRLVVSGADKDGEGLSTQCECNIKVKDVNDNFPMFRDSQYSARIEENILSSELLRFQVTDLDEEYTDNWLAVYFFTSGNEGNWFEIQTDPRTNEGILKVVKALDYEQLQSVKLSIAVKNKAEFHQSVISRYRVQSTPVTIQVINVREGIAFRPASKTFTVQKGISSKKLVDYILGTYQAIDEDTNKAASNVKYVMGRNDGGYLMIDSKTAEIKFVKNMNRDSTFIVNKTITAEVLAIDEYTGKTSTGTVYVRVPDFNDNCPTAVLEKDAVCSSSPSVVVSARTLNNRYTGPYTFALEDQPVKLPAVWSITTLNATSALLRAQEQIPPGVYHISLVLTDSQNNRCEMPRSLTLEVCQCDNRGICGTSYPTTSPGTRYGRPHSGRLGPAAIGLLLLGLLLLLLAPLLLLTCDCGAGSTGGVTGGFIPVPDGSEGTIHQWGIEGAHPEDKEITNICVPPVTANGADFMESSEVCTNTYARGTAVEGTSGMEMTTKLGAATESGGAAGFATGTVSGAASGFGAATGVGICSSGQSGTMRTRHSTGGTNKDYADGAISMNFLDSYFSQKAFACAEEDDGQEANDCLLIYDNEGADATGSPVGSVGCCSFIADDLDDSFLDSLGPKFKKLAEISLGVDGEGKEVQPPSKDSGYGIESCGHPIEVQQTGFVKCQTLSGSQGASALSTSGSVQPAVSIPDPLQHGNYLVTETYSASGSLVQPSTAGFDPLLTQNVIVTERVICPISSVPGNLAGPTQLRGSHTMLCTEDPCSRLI
PKA-R1A activ = activators of PKA-R1A holoenzyme, primary screen, biochemical, fluorescence polarization, Cy5-IP20, bovine R1A, mouse PKAc; cAMP-dependent protein kinase type I-alpha regulatory subunit (Bos taurus) + …; PKA-R1A dissociation; scaled: DMSO 0%, 113 µM cGMP 100%; activation, % at 11.4 µM; 0.083% of 340,000 active; AID 504707, 2011;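 active = percent activation above the mean of all tested compounds plus 3 SD, cut at about 19% in these data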;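 also: higher means more PKAc released from R1A so a rise in polarization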
MOR-DOR inv ag = inverse agonists of MOR-DOR heterodimerization, primary screen, cell-based, luminescence; AID 504357, 2011; inhibition, % at 9.3 µM; 0.21% of 340,000 active; cell-based MOR-DOR heterodimer luminescence, inverse agonism; in the data active = inhibition above about 22%, passing the limit was not always enough;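 also: 0% = cells with DMSO and 100% = wells without cells with DMSO; values of inactives mirror those of a sister screen read the other way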
* marks the source's active call; other numbers are inactive results; x = not tested or not shown.

SMILES	HTR5A inv ag	HTR5A ag ctr	DAGLB inhibitor	Arrestin-AP2 inh	PKA-R2B activ	V-ATPase pHluor	MOR-DOR ag	Pemphigus Ab inh	PKA-R1A activ	MOR-DOR inv ag
COc1ccccc1NS(=O)(=O)c1cccc(C(=O)NCC(c2ccccc2OC)N2CCCC2)c1 (stereo not drawn)	9	10	1	9	-8	-1	-0.8	181	-8	5
C=CCSC1=C(C#N)C(c2ccccc2C)CC(=O)N1 (stereo not drawn)	-10	4	1	1	-6	1	-4.3	104	5	18
N#Cc1ccccc1Cn1c(=O)n(Cc2ccc(C(=O)NCc3ccco3)cc2)c(=O)c2ccccc21	7	-4	6	8	-5	2	-1.8	98	-5	8
CC1CN(C(=O)C2(C)CC2(Br)Br)CC(C)O1 (stereo not drawn)	-8	3	-1	4	8	12	-1.4	93	3	7
Cc1ccc(-c2csc(/C=C3/SC(C)C(=O)N3CC(=O)Nc3ccccc3F)n2)cc1 (stereo not drawn)	3	-1	-3	34	-15	1	-3.4	93	-1	18
FC(F)(F)c1ccc(-n2ccnc2)nc1	1	-2	1	-9	-8	1	-1.3	102	6	8
CC1=C(C(=O)N2CCOCC2)CC(CC(=O)NCc2ccco2)C(=O)N1Cc1ccc(F)cc1 (stereo not drawn)	x	x	-1	x	-3	2	x	100	3	x
CCOC(=O)c1c(S(=O)(=O)N2CCCCC2C)c(C)n(C)c1C (stereo not drawn)	-4	-4	1	-13	-11	0	-2.3	102	-6	12
Cc1ccccc1OCC(=O)N/N=C/c1c(C)nn(-c2ccccc2)c1Cl	-2	4	-3	5	1	5	3.7	83	9	-23
N#Cc1cc2ccc(N3CCOCC3)cc2cc1C#N	-17	-4	-2	12	2	0	11	79	-3	-60
COc1ccc(OC)c(NC(=O)CCNS(=O)(=O)c2ccc3[nH]c(=O)oc3c2)c1	-9	2	2	-9	-9	6	-2.3	99	-9	12
COc1ccc(Nc2nc(-c3cccc([N+](=O)[O-])c3)nc3ccccc23)cc1	-5	2	-2	0	-16	2	1.5	102	-31	-8

Random excerpt: 4 records from the list, in no set order.
SMILES	HTR5A inv ag	HTR5A ag ctr	DAGLB inhibitor	Arrestin-AP2 inh	PKA-R2B activ	V-ATPase pHluor	MOR-DOR ag	Pemphigus Ab inh	PKA-R1A activ	MOR-DOR inv ag
N#Cc1cc2ccc(N3CCOCC3)cc2cc1C#N	-17	-4	-2	12	2	0	11	79	-3	-60
CCOC(=O)c1c(S(=O)(=O)N2CCCCC2C)c(C)n(C)c1C (stereo not drawn)	-4	-4	1	-13	-11	0	-2.3	102	-6	12
COc1ccc(Nc2nc(-c3cccc([N+](=O)[O-])c3)nc3ccccc23)cc1	-5	2	-2	0	-16	2	1.5	102	-31	-8
Cc1ccc(-c2csc(/C=C3/SC(C)C(=O)N3CC(=O)Nc3ccccc3F)n2)cc1 (stereo not drawn)	3	-1	-3	34	-15	1	-3.4	93	-1	18

Copied from the listing (5 entries):
SMILES	HTR5A inv ag	HTR5A ag ctr	DAGLB inhibitor	Arrestin-AP2 inh	PKA-R2B activ	V-ATPase pHluor	MOR-DOR ag	Pemphigus Ab inh	PKA-R1A activ	MOR-DOR inv ag
COc1ccccc1NS(=O)(=O)c1cccc(C(=O)NCC(c2ccccc2OC)N2CCCC2)c1 (stereo not drawn)	9	10	1	9	-8	-1	-0.8	181	-8	5
C=CCSC1=C(C#N)C(c2ccccc2C)CC(=O)N1 (stereo not drawn)	-10	4	1	1	-6	1	-4.3	104	5	18
N#Cc1ccccc1Cn1c(=O)n(Cc2ccc(C(=O)NCc3ccco3)cc2)c(=O)c2ccccc21	7	-4	6	8	-5	2	-1.8	98	-5	8
CC1CN(C(=O)C2(C)CC2(Br)Br)CC(C)O1 (stereo not drawn)	-8	3	-1	4	8	12	-1.4	93	3	7
Cc1ccc(-c2csc(/C=C3/SC(C)C(=O)N3CC(=O)Nc3ccccc3F)n2)cc1 (stereo not drawn)	3	-1	-3	34	-15	1	-3.4	93	-1	18

Next compounds:
SMILES	HTR5A inv ag	HTR5A ag ctr	DAGLB inhibitor	Arrestin-AP2 inh	PKA-R2B activ	V-ATPase pHluor	MOR-DOR ag	Pemphigus Ab inh	PKA-R1A activ	MOR-DOR inv ag
Cc1onc(-c2ccccc2Cl)c1C(=O)OCC(=O)N1CCCCC1	4	-1	-1	-18	-2	1	-1.7	105	-4	9
O=C(c1ccncc1)c1ccc(Br)cc1	-35	2	-1	11	2	10	3.7	94	-2	-20
Cc1cc(CN(Nc2ccccc2)c2ccccc2)cc(C)n1	x	x	-1	x	8	-1	x	97	6	x
CCOC(=O)CC1COCCN1Cc1cn[nH]c1-c1ccc2c(c1)OCO2 (stereo not drawn)	12	-4	-1	8	-4	-4	-1.1	121	-15	5
CNc1ncc(C(=O)C(C)(C)C)s1	-23	8	-2	0	-14	2	-1.7	109	-8	10
Cc1ccc(NC(=S)Nc2ccc3[nH]c(=O)[nH]c3c2)cc1	5	-2	0	10	-8	4	-0.2	105	-6	1
Cc1cc2cc(C#N)c(N3CCN(S(C)(=O)=O)CC3)nc2cc1C	11	1	-1	45	-2	1	0.1	96	-3	0
O=C(CS(=O)(=O)Cc1ccccc1)Nc1ccc(Br)cc1F	-4	1	-5	46	9	-2	-1.1	122	8	7
O=c1[nH]cnc2c1c(-c1ccccc1)cn2-c1ccccc1	12	0	3	-9	1	2	2.3	80	9	-12
O=C(O)CN=C1NC2(CCCCC2)Cc2ccccc21	8	-5	1	13	-4	-1	-1.3	x	0	7
CC(=O)c1cccc(N=C2NC(=O)C(CO)(CO)S2)c1	-7	2	-2	14	-2	-1	-1.6	103	-12	9
CCn1ncc(Cl)c1C(=O)Nc1ccncc1	-12	2	-2	16	-8	-4	-2.4	97	-12	13
CS(=O)(=O)N(CC(=O)NCc1ccco1)c1cc(C(F)(F)F)ccc1Cl	2	1	-1	0	-7	-1	-1.3	98	-7	8
N#Cc1c2n(c3c(-c4ccccc4)ncnc13)CCC2	-14	1	-4	30	6	3	-3.7	x	5	15
Cc1cccc(C(=O)OCC(=O)c2ccc(CC(=O)N3CCOCC3)s2)c1C	8	-3	2	-1	-4	3	-2.5	x	-16	10
O=C(OCC(=O)N1CCN(S(=O)(=O)c2ccc(Cl)cc2)CC1)C1CC1	13	-5	0	9	16	3	1.4	120	0	-6
O=C(N1CCOCC1)N1CCCC(c2nc(-c3cccs3)no2)C1 (stereo not drawn)	2	-2	0	-1	2	1	-0.4	121	-2	2
O=C(COC(=O)c1ccccc1[N+](=O)[O-])c1ccc2c(c1)OCO2	26	1	-4	-1	-7	5	-0.5	105	-6	2
COC(=O)c1csc(S(=O)(=O)N2CCCCC2)c1OC	-16	-6	-1	0	12	1	0.2	118	-1	-1
CCOc1ccc(CNC(=O)C2CC(=O)N(C3CCCC3)C2)cc1OC (stereo not drawn)	-4	0	0	-1	-6	1	-2.7	104	0	15
COc1ccc(F)cc1S(=O)(=O)Nc1ccc(C)cc1	-14	6	-2	13	-2	-2	-0.8	x	-7	3
COc1ccc(N2CC(NC(=O)NCC(C)C)CC2=O)cc1 (stereo not drawn)	-14	0	-1	5	10	-4	0.8	106	-1	-4
O=C(COc1ncnc2ccc(Br)cc12)NCc1ccco1	8	-3	4	-2	11	3	-2.1	94	7	12
CCOC(=O)CSC1=C(C#N)C(c2ccc(C)o2)CC(=O)N1 (stereo not drawn)	-9	3	-1	-5	-11	1	-3.9	105	3	20
Cc1ccc(NC(=O)CN2CCc3cc4c(cc3C2)OCCCO4)cc1C	-4	-7	-5	-1	3	1	2.8	102	8	-14
CCN(CC(=O)Nc1ccc(S(N)(=O)=O)cc1)S(=O)(=O)c1cc(C)ccc1OC	10	4	-2	-8	-6	-2	-1.4	x	3	6
COc1ccccc1C(CCN(Cc1ccccc1)C(C)=O)c1ccco1 (stereo not drawn)	20	3	-5	6	2	-4	-1.7	104	-16	9
CC(c1ccon1)N(C)C(=O)CCc1nnc(CCCCc2ccccc2)o1 (stereo not drawn)	6	-2	2	-3	-6	1	-0.2	x	-3	1
CC(C)(C)NC(=O)c1cccc2c1-c1ccccc1C2=O	-2	1	-2	0	-3	-1	-3.8	x	1	18
COc1ccccc1NC(=O)CSc1nnc(C)s1	13	-6	-1	0	3	1	-2.7	104	-5	15
COC(=O)c1ccc(CN2CCN(Cc3ccc(F)cc3)C(CCO)C2)cc1 (stereo not drawn)	0	1	-1	0	-2	-2	-0.1	117	-9	0
CCOC(=O)c1c(-c2ccc(F)cc2)csc1NC(=O)CCN1C(=O)c2ccccc2C1=O	-30	9	-2	-2	-2	3	-0.6	102	-1	3
COC(=O)c1ccc(NC(=O)Nc2ccc([N+](=O)[O-])cc2)cc1	-5	1	1	-3	0	1	2.8	116	13	-14
CNS(=O)(=O)c1cc(C(=O)O)ccc1OC	-6	2	-1	34	0	1	-2.4	103	-3	14
c1ccc(C(=NNc2nc3ccccc3s2)c2ccccn2)cc1	-8	2	-5	-2	-14	-14	-2.1	97	-2	11
Cc1ccc(S(=O)(=O)N2CCN(C(=O)C3COc4ccccc4O3)CC2)cc1C (stereo not drawn)	0	6	-7	-5	10	0	4.0	98	4	-21
COc1ccc(CSc2nc3ccccc3[nH]2)cc1	-3	-4	-4	-5	-7	4	-0.4	106	10	2
CCOc1ccc(C2CC(=O)NC3=C2C(=O)CCC3)cc1Cl (stereo not drawn)	-15	0	-1	-5	-4	2	-3.0	102	0	13
COc1ccc(CCN2C(=NC(=O)CC(C)C)SC3CS(=O)(=O)CC32)cc1 (stereo not drawn)	2	6	0	1	-7	3	-1.6	103	-7	8
COc1ccc(OC)c(-c2cc(C(=O)NC3CCCC3)c3ccccc3n2)c1	-13	-3	-1	-1	-7	1	-1.9	x	-9	10
Cc1ccc(S(=O)(=O)N2CCN(C(=O)CCc3c[nH]c4ccccc34)CC2)c(C)c1	8	-3	1	-1	-10	1	0.0	94	-11	0
